# MC4R ag barr – activates human MC4R beta-arrestin recruitment. activation, % at 8.9 µM. P32245. U2OS MC4R beta-arrestin complementation, luminescence; percent of melanotan II response, DMSO zero. AID 540308. 360,000 tested, 0.98% active;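 active = activation above a per-plate cutoff, the mean activation of sample wells on that plate plus 3 SD, cut at about 8% in these data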
# Target sequence (P32245 whole entry, looked up): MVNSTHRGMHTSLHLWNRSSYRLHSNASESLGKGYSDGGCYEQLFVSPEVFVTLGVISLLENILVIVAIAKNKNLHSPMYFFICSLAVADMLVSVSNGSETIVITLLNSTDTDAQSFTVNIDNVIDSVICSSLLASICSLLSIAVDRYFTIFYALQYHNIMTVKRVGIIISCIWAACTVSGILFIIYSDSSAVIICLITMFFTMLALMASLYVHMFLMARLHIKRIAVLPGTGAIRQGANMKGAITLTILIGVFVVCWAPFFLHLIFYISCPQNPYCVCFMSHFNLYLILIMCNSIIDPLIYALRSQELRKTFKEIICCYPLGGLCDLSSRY
# PDI turbidity – inhibitors of human protein disulfide isomerase; P07237; PDI insulin aggregation turbidity, A650, 90 min; inhibition, % at 10 µM; 350,000 tested, 0.052% active;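 active = mean inhibition across replicates of 30% or more, whatever share of single replicates reach that level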;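 also: absorbance from insulin aggregation driven by PDI reduction with DTT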
# CaV13 ICDI inh – Primary screen for inhibitors of IQ motif and Ca2+-dependent inactivation inhibitor domain binding in CACNA1D, Förster resonance energy transfer in living cells, … | 340,000 tested, 0.098% active | inhibition, % at 12.3 µM | HEK cells, CFP/YFP FRET ICDI-IQ, plate reader, 10 min; percent FRET-ratio fall versus neutral wells;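 active = mean replicate inhibition of at least 30% and at least 1% of replicates passing that level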;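 also: 0% = median of the neutral control wells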
# Glyco luc inh – blocks N-linked glycosylation in D54 reporter cells | D54 ERlucT glycosylation luciferase reporter, 24 h; percent of 100 nM tunicamycin response | reporter increase, % at 12.5 µM | 360,000 tested, 0.23% active;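 active = mean luciferase reporter signal, scaled so untreated is 0 and the glycosylation-blocking control 100, at or above a set limit in every replicate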;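 also: luciferase carries N-glycosylation sites so blocking glycosylation raises the light; 0% = median of neutral control wells and 100% = median of 100 nM tunicamycin wells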
# m5-HT2A agonist – activates the mouse 5-HT2A serotonin receptor; P35363; CHO-K1 mHTR2A beta-arrestin complementation, luminescence; percent of 30 µM serotonin response; activation, % at 7.6 µM; 360,000 tested, 0.66% active; AID 624169;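 active = activation above a run cutoff, the mean activation of all tested compounds plus 3 SD, cut at about 14% in these data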;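 also: 0% = plate median of compound wells and 100% = 30 µM serotonin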
# Target sequence (P35363 whole entry, looked up): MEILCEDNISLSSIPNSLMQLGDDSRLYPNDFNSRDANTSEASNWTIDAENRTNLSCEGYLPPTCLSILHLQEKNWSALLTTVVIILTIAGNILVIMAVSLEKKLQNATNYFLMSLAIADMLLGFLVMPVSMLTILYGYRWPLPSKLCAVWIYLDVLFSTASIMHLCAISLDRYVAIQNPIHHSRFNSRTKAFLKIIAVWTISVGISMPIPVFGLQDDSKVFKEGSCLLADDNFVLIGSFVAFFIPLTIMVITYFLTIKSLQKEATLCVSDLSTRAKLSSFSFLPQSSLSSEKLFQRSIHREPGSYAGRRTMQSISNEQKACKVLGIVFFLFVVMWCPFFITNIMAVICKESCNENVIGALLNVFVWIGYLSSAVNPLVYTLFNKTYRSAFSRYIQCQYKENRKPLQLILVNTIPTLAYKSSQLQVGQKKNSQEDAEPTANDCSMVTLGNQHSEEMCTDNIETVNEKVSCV
# Exocytosis inh – blocks lytic granule exocytosis | TALL-104 LAMP-1 surface exposure, flow cytometry; cells stimulated with thapsigargin and PMA | inhibition, % at 10 µM | 360,000 tested, 0.66% active;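 active = inhibition above about 55%, limit read from the data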
# ABCB6 inh MLPCN – inhibitors of human ABC transporter ABCB6. 360,000 tested, 0.19% active. AID 602162. fluorescence ratio to DMSO, % at 10 µM. K562-ABCB6 porphyrin accumulation, flow cytometry, 1 h; hits give low values;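 active = fluorescence ratio to DMSO below 75%, the collection mean minus 3 SD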;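 also: signal is porphyrin accumulated inside mitochondria; 100% equals median channel fluorescence of DMSO control wells; lower ratio means ABCB6 inhibition with less porphyrin fluorescence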
# H9c2 protect – myocardial damage modulation in H9c2 cells. H9c2 cardiomyocytes, H2O2 injury protection, ATPLite, 2 h. protection from H2O2 cell death, % at 20 µM. 360,000 tested, 0.63% active;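 active = compounds giving at least 50% protection of heart cells from peroxide-induced death in the single-dose screen, raw or plate-pattern-corrected value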;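 also: 0% = DMSO wells with peroxide and 100% = DMSO wells without peroxide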
# MC4R antagonist – blocks human MC4R cAMP signaling; P32245; MC4R-expressing cells, MTII-stimulated cAMP, LANCE TR-FRET; inhibition, % at 6.5 µM; 360,000 tested, 0.48% active; AID 540295;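 active = inhibition above its plate's cutoff, the mean of tested wells on that plate plus 3 SD, cut at about 29% in these data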;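 also: 0% = Melanotan II alone and 100% = Melanotan II plus saturating MCL0020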
#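 Material: U2OS-MC4R stable cell line | Reagent: Melanotan II challenge after compound preincubation | Doses: One concentration, 6.5 µM nominal | Incubation: 30-min compound preincubation, 1-h Melanotan II challenge, 1-h detection, room temperature | Signal: TR-FRET cAMP assay | Replicates: One well per compound, no replicates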
# ABHD5-PLIN5 inh – ABHD5-PLIN5 protein interaction inhibition. AID 602281. Q00G26+Q8WTS1. Split G. princeps luciferase complementation, luminescence, 4 h. 360,000 tested, 0.78% active. inhibition, % at 4 µM;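 active = inhibition above the mean inhibition across every tested compound plus 3 SD, cut at about 22% in these data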;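 also: 0% = DMSO only wells and the 100% control is not disclosed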
# Active calls of the source: *; · = not tested or not shown.
SMILES,MC4R ag barr,PDI turbidity,CaV13 ICDI inh,Glyco luc inh,m5-HT2A agonist,Exocytosis inh,ABCB6 inh MLPCN,H9c2 protect,MC4R antagonist,ABHD5-PLIN5 inh
Cc1ccc(C2=CC(=O)C[C@H](c3ccc(F)cc3)C2)cc1,2.5,-3,-9,1,-4,-3,95,-5,0,5
O=C(COC(=O)CN1C(=O)C2CC=CCC2C1=O)Nc1cc(C(F)(F)F)ccc1N1CCOCC1 (configuration not stated),0.0,-3,-5,1,-5,-3,99,1,14,2
COCCN(Cc1ccccc1)C(=O)c1ccc(C(=O)c2ccccc2)cc1,-3.1,-8,-6,-4,22*,6,98,-4,-2,12
CCC(=O)N1CCc2cc(S(=O)(=O)NC(C(=O)Nc3cccc(C)n3)C(C)C)ccc21 (configuration not stated),-1.1,6,-4,3,2,-1,95,1,9,2
CC1C(=O)N(Cc2cn(CC3CCCCC3)nn2)CCS(=O)(=O)N1Cc1ccc(-c2cccc(CO)c2)cc1 (configuration not stated),-1.3,5,-4,-3,-1,3,93,-5,13,-2
COc1ccccc1N(C(C)=O)C1=C(Cl)C(=O)c2ccccc2C1=O,-4.4,-104,-6,3,1,60*,97,-21,98*,93*
CCCCCCCCc1nnc(N)s1,-2.2,-2,-19,-1,-1,-8,99,0,9,3
CCN(CC)C1CCN(C(=O)c2ccc(OC3CCN(C(=O)CCOC)CC3)cc2)C1 (configuration not stated),1.7,2,-11,-1,-6,-9,100,6,15,-3
Cc1nc(Nc2ccc3c(c2)OCO3)c2oc3ccccc3c2n1,-1.3,8,-5,2,-5,4,96,17,-2,-4
CSc1nc(N(C)CCO)c2sc3nc(-c4ccco4)c4c(c3c2n1)CCC4,-0.1,-1,·,4,7,3,105,-2,18,3
CCCCCCN1C=CC=C/C1=C/C=C(C#N)C#N,-0.9,7,-7,2,-4,-5,91,-3,2,5
CCc1ccccc1NC(=O)c1cccc(Oc2ccc([N+](=O)[O-])cc2Cl)c1,3.0,-23,-2,-8,-3,-11,105,-10,1,3
CC1CCC2C(=O)N(c3ccccc3OC(=O)c3ccccc3)C(=O)C2C1 (configuration not stated),-1.2,4,-6,3,1,-2,100,-1,18,2
O=c1[nH]c(C2CCN(S(=O)(=O)c3ccc4c(c3)OCCO4)CC2)nc2c1nnn2Cc1c(F)cccc1Cl,-0.4,0,-4,-8,0,-15,97,-1,23,-2
COc1cccc(-c2sc3ccc(OC)cc3c2-c2ccc(C(N)=O)cc2)c1,-0.2,-1,-6,1,-3,0,99,0,5,0
O=C(Nc1ccc(OCC(F)(F)C(F)F)cc1)c1ccncc1,1.6,-1,-6,-1,1,-6,96,-11,11,1
CC(=O)c1c(C)[nH]c(C(=O)COC(=O)c2ccc(C)s2)c1C,0.1,-22,-10,0,2,5,93,-14,1,7
CC(C)=C1C2CCC1C1C(=O)N(c3nc(-c4ccc(F)cc4)c(C)s3)C(=O)C21 (configuration not stated),0.3,-1,·,1,4,3,95,-18,3,3
Cc1c(NC(=S)NC(=O)c2ccc(-c3ccc(Cl)cc3)o2)cccc1C(=O)O,1.6,-5,-4,2,3,0,95,-3,22,-2
COc1ccc(N2C(=O)C(CC(=O)Nc3ccc(F)cc3)N(CCc3cccs3)C2=O)cc1 (configuration not stated),-2.2,20,-3,2,-1,-1,103,11,3,1
O=C(NCCN1CCOCC1)N1c2ccccc2Sc2ccccc21,-1.4,-15,-3,-1,-1,6,91,9,1,4
CCOc1ccccc1-c1nc(CN(Cc2cnn(C)c2)C(C)C)c(C)o1,-5.4,4,-7,0,-6,3,99,5,-8,-1
Nc1[nH]n2c(=O)cc(-c3ccccc3)nc2c1N=Nc1ccccc1,-1.9,-3,-7,-1,6,0,97,15,0,-9
CCc1ccc(CNC(=O)c2ccc3c(c2)NC(=O)C(N2CCOCC2)S3)cc1 (configuration not stated),-2.0,5,-3,-2,-8,18,100,-9,-6,1
CN(C)S(=O)(=O)c1ccc(Cl)c(NC(=O)COC(=O)/C=C/c2ccco2)c1,1.6,1,-2,-1,7,-3,103,-11,13,19
CC(CCc1ccccc1)NC(=O)c1nnc(Cc2ccc(F)cc2)o1 (configuration not stated),0.0,-4,-5,0,10,0,95,-7,2,4
CS(=O)(=O)N(CC(=O)N1CCCC1)c1cc(C(F)(F)F)ccc1Cl,0.1,-1,-1,2,4,2,95,1,-5,-1
COC(=O)c1ccc(N2CCOCC2)c(NC(=O)c2ccc3c(c2)OCO3)c1,-0.7,-15,-3,2,4,7,97,-1,5,10
COc1ccc(NC(=O)C2=C(C)C(=O)OC23CCC(C)CC3)cc1Cl (configuration not stated),-0.4,-6,-5,1,0,-1,99,-9,5,0
O=C(O)c1ccccc1-c1ccc(/C=C/c2cc(C(F)(F)F)[nH]c(=O)n2)o1,0.9,7,-16,-1,4,-5,105,7,-6,18
N#Cc1c(-c2ccccc2)nc(SCc2cccc(Cl)c2)[nH]c1=O,-2.2,-2,-4,3,-7,2,102,0,1,0
O=C(NCC1CCCO1)c1onc(CSc2ccc(Cl)cc2)c1C(=O)O (configuration not stated),0.9,-5,-5,-1,9,-7,103,6,7,2
CCc1nc2c(OCc3ccc(F)cc3)cccn2c1N(C)C(=O)COc1ccccc1,-1.0,1,-4,-1,1,-10,95,-1,1,9
C/C(CCc1oc2ccc(Br)cc2c1-c1ccc(C)o1)=N/O,-2.6,4,-5,-1,0,-2,97,-9,11,0
COC(=O)c1cc(NC2c3ccccc3C(=O)N2c2cccnc2)cc(C(=O)OC)c1 (configuration not stated),-1.2,·,7,1,1,0,99,5,1,8
O=[N+]([O-])c1cccc(S(=O)(=O)c2ccc(NCCOCCO)c([N+](=O)[O-])c2)c1,-0.3,2,-21,1,3,7,99,-14,-7,-1
COc1cc(/C=N/n2nnnc2N)ccc1OC(C)C,0.0,1,-19,4,7,-24,99,3,0,0
CC(C)N1C(=O)C(=O)N(CC(=O)N2c3ccccc3CC2C)C1=O (configuration not stated),-1.0,-3,-9,1,-5,-4,100,1,3,0
Cc1cc(Nc2ccccc2)n(-c2nc3ccccc3[nH]2)n1,-2.5,-2,-5,15,1,-3,91,14,3,-5
CCOC(=O)C1=C(C)NC(=O)C1(NC(=O)c1cccnc1)C(F)(F)F (configuration not stated),-1.1,-5,-8,2,3,-1,95,10,-3,5

# Ordered by SMILES length (lowest first): some entries from above
SMILES,MC4R ag barr,PDI turbidity,CaV13 ICDI inh,Glyco luc inh,m5-HT2A agonist,Exocytosis inh,ABCB6 inh MLPCN,H9c2 protect,MC4R antagonist,ABHD5-PLIN5 inh
O=C(NCCN1CCOCC1)N1c2ccccc2Sc2ccccc21,-1.4,-15,-3,-1,-1,6,91,9,1,4
Cc1cc(Nc2ccccc2)n(-c2nc3ccccc3[nH]2)n1,-2.5,-2,-5,15,1,-3,91,14,3,-5
CS(=O)(=O)N(CC(=O)N1CCCC1)c1cc(C(F)(F)F)ccc1Cl,0.1,-1,-1,2,4,2,95,1,-5,-1

# Later entries
SMILES,MC4R ag barr,PDI turbidity,CaV13 ICDI inh,Glyco luc inh,m5-HT2A agonist,Exocytosis inh,ABCB6 inh MLPCN,H9c2 protect,MC4R antagonist,ABHD5-PLIN5 inh
Cc1ccc(CN2CCN(C(=O)CC(C)C)CC2)cc1,-2.8,-6,-3,-1,2,-2,98,1,6,-4
COc1ccc(C2=NN(C(=O)CCC(=O)O)C(c3cccs3)C2)cc1 (configuration not stated),-2.0,-3,2,0,0,17,102,1,7,0
COc1ccc(CC2C(=O)NC(C)C(=O)N(C)C3Cc4ccc(cc4)Oc4cc(ccc4O)CC(C(=O)NC(C)C(=O)NC(C)C(=O)N2C)N(C)C3=O)cc1 (configuration not stated),-3.8,1,-5,-18,-1,-2,93,6,-2,-8
CCC(=O)Nc1cc(C(=O)O)ccc1Sc1ccccc1,-0.6,-3,10,1,1,1,99,2,1,-2
CCCn1nnnc1NCc1cccc(Cl)c1,-1.8,14,0,-1,-5,-7,97,-2,1,-1
COc1ccc(CNC(=O)c2cc3ccccc3o2)cc1OC,1.0,1,-4,-1,-1,-4,103,-3,-4,-1
OCCC1CN(Cc2cc(F)ccc2-n2cccn2)CCN1Cc1ccc(F)cc1 (configuration not stated),1.4,0,-2,0,-4,10,103,-6,3,-5
c1ccc(-c2nnc3ccc(N4CCCC4)nn23)cc1,-0.6,12,-6,-1,0,5,105,13,4,-5
O=C(NCCCN1CCN(c2cccc(Cl)c2)CC1)c1nc(-c2ccncc2)no1,-0.9,-3,·,0,11,-2,93,3,12,11
C/C(=N\Nc1nc(N)cc(Cl)n1)c1ccc(F)cc1,-0.4,11,-2,2,-4,-4,101,3,1,6
CC(C)n1c(SCC(=O)N2c3ccccc3Sc3ccccc32)nc2c1c(=O)n(C)c(=O)n2C,-0.7,-3,-4,-8,-1,3,96,41,-25,3
O=C(CCn1nnc2ccccc21)Nc1nnc(Cc2ccccc2)s1,-0.4,-9,-4,0,4,0,102,1,12,2
COC(=O)c1cn(CC(=O)NC2CCCCCC2)c2ccccc12,0.5,-5,-6,0,3,-3,97,-8,3,10
C=CC[C@@H](CC(=O)N(CCO)Cc1ccccc1)C(=O)N[C@@H](COC(=O)[C@@H](CC=C)Cc1ccc(F)cc1)Cc1c[nH]c2ccccc12,1.8,2,-4,-3,6,16,100,7,20,-7
NC(=O)N/N=C/c1cc(F)cc(F)c1,0.8,-2,-4,3,-5,1,95,9,15,10
COc1ccc(OC)c(N(CC(=O)NCCSC2CCCCC2)S(=O)(=O)c2ccccc2)c1,-2.0,0,·,-3,2,6,94,2,8,-3
OC(CNCc1ccc(Cl)cc1)C(F)(F)F (configuration not stated),1.4,-3,-7,1,10,0,94,-3,22,1
CC(C)C(OC(=O)c1ccco1)C(=O)NCc1cccs1 (configuration not stated),-1.0,-14,-4,1,1,-1,91,1,-6,2
CC1c2cc3c(cc2CCN1C(=O)c1ccc(Cl)cc1)OCCCO3 (configuration not stated),-1.2,-4,-6,4,-1,1,104,-5,-4,2
COc1cc2c(cc1OC)C(C)N(S(=O)(=O)c1cn(C)c(C)n1)CC2 (configuration not stated),3.0,15,-5,1,3,1,103,5,0,-2
CC(=O)OC[C@@H]1CN(Cc2ccccc2)C[C@H](n2cnc3c(N4CCOCC4)ncnc32)O1,-1.1,0,-10,3,0,-5,97,-4,-1,-4
CC(C)C(=O)O/N=C1\CCS(=O)(=O)c2sccc21,3.6,-1,10,3,2,-1,95,9,-6,13
CC(C)Oc1cccc(C(=O)C2CCCN(Cc3cnc(N4CCOCC4)s3)C2)c1 (configuration not stated),-1.9,4,-4,-2,-7,-6,94,-8,0,3
O=C(O)Cc1csc(NC(=O)c2ccco2)n1,-1.7,-4,-5,1,2,-1,103,5,5,6
O=C(OCC1COc2ccccc2O1)c1ccccc1F (configuration not stated),2.3,5,-8,5,3,1,97,-9,-4,-4

# Compound activity (PubChem BioAssay)
